Screens as filed in PubChem BioAssay.
RAD54 branch: blocks human RAD54 Holliday junction branch migration; FAM/BHQ fluorescence; inhibition, % at 10.4 µM; 360,000 compounds, 0.14% hits;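 active means mean normalized replicate activity at least 40 and at least half of replicates scoring 40 or more; inconclusive means only one of the two criteria met; inactive means mean below 40 and under half of replicates reaching 40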;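 further: 0% = median of neutral control wells and 100% = median of positive control wells; inhibitors cause a drop in the FAM fluorescence signal; in these data hits start at about 50%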
Target sequence (Q92698 whole entry, looked up): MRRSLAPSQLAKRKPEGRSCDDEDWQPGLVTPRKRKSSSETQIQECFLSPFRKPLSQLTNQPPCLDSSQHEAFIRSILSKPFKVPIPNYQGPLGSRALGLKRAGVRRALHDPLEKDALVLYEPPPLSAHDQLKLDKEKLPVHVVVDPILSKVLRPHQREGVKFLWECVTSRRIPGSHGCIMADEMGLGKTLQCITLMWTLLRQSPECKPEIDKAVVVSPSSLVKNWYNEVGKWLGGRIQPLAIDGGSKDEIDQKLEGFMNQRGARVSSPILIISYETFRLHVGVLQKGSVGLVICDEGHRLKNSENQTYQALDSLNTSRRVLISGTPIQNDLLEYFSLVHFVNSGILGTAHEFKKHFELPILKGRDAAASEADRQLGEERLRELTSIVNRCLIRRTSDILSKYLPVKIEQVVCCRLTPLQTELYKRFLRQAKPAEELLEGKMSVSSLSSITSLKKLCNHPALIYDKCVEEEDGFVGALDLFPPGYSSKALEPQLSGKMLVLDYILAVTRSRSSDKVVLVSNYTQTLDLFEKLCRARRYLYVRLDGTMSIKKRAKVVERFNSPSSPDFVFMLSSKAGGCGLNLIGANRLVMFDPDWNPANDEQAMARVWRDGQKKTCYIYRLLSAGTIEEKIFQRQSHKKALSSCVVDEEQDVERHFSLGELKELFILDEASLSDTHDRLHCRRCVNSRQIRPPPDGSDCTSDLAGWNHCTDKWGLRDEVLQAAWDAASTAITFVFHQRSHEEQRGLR
esBAF inh: blocks esBAF chromatin remodeling in mouse ES cells | Bmi1-luciferase knock-in reporter, 24 h; 100% = twice the neutral-well signal | reporter increase, % at 12.5 µM | 350,000 compounds, 2% hits; in the data active means activation above about 40%; inconclusive means no clear call, values can overlap the other calls;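 further: 0% = median of the plate's neutral control wells and 100% = double that signal; a rise in the Bmi1 reporter signal indicates esBAF inhibition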
An asterisk follows results filed as active; ? = inconclusive; & = joins results of further samples. An excerpt. The share of hits here may be higher or lower than overall.

SMILES	RAD54 branch	esBAF inh
CCC(NS(=O)(=O)c1ccc(C)cc1)C(=O)Nc1ccc(NC(C)=O)cc1 (centres undefined)	-4	-5
O=C(CCCc1ccccc1)Nc1nncs1	-2	2
O=c1oc2ccccc2c(Nc2cccc(O)c2)c1[N+](=O)[O-]	-3	0
COC(=O)C1CCCN1C(=O)c1cccs1 (centres undefined)	-3	-5
O=C(Nc1cccnc1)c1cc2nc(C3CC3)cc(C(F)(F)F)n2n1	-7	-1
Cn1c(C(=O)NCc2cccs2)cc2oc3ccccc3c21	-3	52*
COc1ccc(C)cc1NC(=O)CN(c1ccccc1)S(C)(=O)=O	-9	3
Cc1ccc(CN2CCN(C(=O)C3CCCO3)CC2)cc1 (centres undefined)	3	5
CC(=O)C1=C(N2CCCCC2)CCC1=O	-8	-5
CC1=C(C)CC(C(=O)NCc2ccc3c(c2)OCO3)C(C(=O)O)C1 (centres undefined)	-8	-1
CCOC(=O)C(Sc1nnc(-c2ccncc2)o1)C(C)=O (centres undefined)	-5	-6
COc1ccc(-c2nnc(C3CCN(S(=O)(=O)c4ccccc4)CC3)o2)cc1	0	-3
CN1CCN(S(=O)(=O)c2ccc(-c3ccccc3)cc2)CC1	-1	-2
COC(=O)N1CC(C)N(C(=O)OC)CC1C (centres undefined)	-15	-3
CCCSc1nnc(Sc2nnnn2-c2ccccc2)s1	6	8

esBAF inh, entries above that show a hit.
molecule	esBAF inh
Cn1c(C(=O)NCc2cccs2)cc2oc3ccccc3c21	52*

Part of the list above in order of count of non-hydrogen atoms, highest first.
SMILES	RAD54 branch	esBAF inh
COc1ccc(-c2nnc(C3CCN(S(=O)(=O)c4ccccc4)CC3)o2)cc1	0	-3
CCC(NS(=O)(=O)c1ccc(C)cc1)C(=O)Nc1ccc(NC(C)=O)cc1 (centres undefined)	-4	-5
COc1ccc(C)cc1NC(=O)CN(c1ccccc1)S(C)(=O)=O	-9	3
O=c1oc2ccccc2c(Nc2cccc(O)c2)c1[N+](=O)[O-]	-3	0
CCOC(=O)C(Sc1nnc(-c2ccncc2)o1)C(C)=O (centres undefined)	-5	-6
COC(=O)C1CCCN1C(=O)c1cccs1 (centres undefined)	-3	-5
CC(=O)C1=C(N2CCCCC2)CCC1=O	-8	-5

(next part)
SMILES	RAD54 branch	esBAF inh
O=C(Nn1cnnc1)c1cc2cc(Br)ccc2oc1=O	-2	0
Cc1cc(C)cc(NC(=O)CSc2nnc(CNC(=O)c3cccs3)o2)c1	11	-2
C=CCn1c(SCC(=O)N(CC)CC)nc(O)cc1=O	-12	-11
COc1ccc(CN(C2CCCC2)S(=O)(=O)c2ccc(-n3cnnn3)cc2)cc1	3	6
O=C(Nc1nccs1)C1CCN(S(=O)(=O)c2c(Cl)cccc2Cl)CC1	7	-1
O=C(CN1CCOCC1)N1CCN(c2nnc(-c3ccccc3)c3ccccc23)CC1	-9	-5
CCC(=S)/C=C1\Sc2ccccc2N1CCCS(=O)(=O)O	-4	-3
CSc1nnc2c3ccccc3n(CCc3ccccc3)c2n1	12	-13
Cc1ccc(NC2(C#N)C(=O)Nc3ccccc32)cc1 (centres undefined)	-6	-2
CC(=O)Nc1cccc(OCC(=O)NS(=O)(=O)c2ccc(Cl)cc2)c1	-7	-7
CCc1cccc(OCCCCNCCO)c1	-4	-2
CCc1ccc(-n2c(SCc3c(C)noc3C)nnc2-c2ccncc2)cc1	1	-11
C/C(=N\S(=O)(=O)c1ccc(C)cc1)N1CCN(S(=O)(=O)c2ccccc2)C1	5	0
COC(=O)c1ccc(Oc2nc(NC(C)C)nc(SC)n2)cc1	-8	14
Cc1cc(C)c2[nH]c(=O)c(C(c3nnnn3C(C)(C)C)N(Cc3ccco3)CC3CCCO3)cc2c1 (centres undefined)	-11	-5
Cc1cc(=O)n2[nH]c(-c3ccc(Cl)cc3)cc2n1	3	?
CCOC(=O)Nc1nc2ccccc2s1	5	?
O=C1CC(c2ccccc2)c2c(O)cc(O)cc2O1 (centres undefined)	5	2
Cc1c(NC(=O)CSc2nnc(-c3cccc(Cl)c3)o2)c(=O)n(-c2ccccc2)n1C	0	-4
CCOC(=O)Cc1c(C)c2ccc(N(CC)CC)cc2oc1=O	-25	9
Cc1ccccc1NC(=O)/C(=C\c1cccs1)NC(=O)c1ccccc1	0	-3
O=C(c1c(F)cccc1F)N1CCN(c2cccc(C(F)(F)F)c2)CC1	-12	5
COc1ccc(-c2nnc3ccc(SCC(=O)NCc4ccco4)nn23)cc1	1	3
O=C1NCC2=C1C(c1ccc(Br)cc1)Nc1ccccc1N2 (centres undefined)	2	58*
COCC(C)OC(=O)C(C#N)c1nc2ccccc2nc1N1CCN(Cc2ccccc2)CC1 (centres undefined)	-14	6
Cc1ccc(CNC(=O)CSc2nc3n[nH]c(C)c3c(=N)n2-c2cccc(C)c2)cc1	-2	15
CC(=O)Nc1ccc(Oc2ccc(-c3noc(C)n3)cc2)cc1	3	15
CC(=O)C1(C)N(O)C(C)(C)C(c2ccco2)=[N+]1[O-] (centres undefined)	1	4
COc1ccc(CC(=O)Nc2ccc(S(=O)(=O)N(C)C)cc2)cc1OC	-4	-5
COc1ccc(NC(=O)CSC2CCCCC2)cc1	-4	?
COC(=O)c1ccc(NC(=O)CN2C(=O)C3C4C=CC(C4)C3C2=O)cc1 (centres undefined)	2	8
COc1ccc(C(=O)Cn2nnc(-c3ccc(N4CCOCC4)cc3)n2)cc1OC	-1	14
COc1cc(SC)ccc1C(=O)NC1CCCCC1	-2	54*
CCOC(=O)c1nnn(-c2nonc2-c2ccccc2)c1C	-2	-9
COC(=O)CSc1nc(SCc2ccc(C)cc2)nc2c1CCCC2	-4	2
CCn1c(C)nc2cc(S(=O)(=O)C(F)(F)F)ccc21	-3	1
O=C(CSc1nnc(-c2ccccc2)o1)NC1CCCCC1	15	10
COc1ccc(C2CC(=O)C3=C(C2)NC(C)=C(C(=O)Nc2ccccc2C)C3c2coc3ccc(C)cc3c2=O)cc1OC (centres undefined)	-1	9
CCOC(=O)Cc1csc(NC(=O)CSc2ncnc3c2cnn3-c2ccc(OC)cc2)n1	1	36
CCCN(CCC)c1ncnc2c1cnn2-c1ccc(OC)cc1	5	37
Cc1cccc(N2CCN(CC(=O)NCC3CCCCC3)CC2)c1C	-5	5
Cc1[nH]c(=O)c(C#N)c2c1COC(C)(C)C2	-3	-8
CC(NC(=O)COC(=O)Cc1ccsc1)C1CC2CCC1C2 (centres undefined)	-12	-6
CC(NC(=O)Nc1ccccc1O)(C(F)(F)F)C(F)(F)F	7	-4
CC(NS(=O)(=O)c1ccccc1)C(c1cccs1)N1CCN(C)CC1 (centres undefined)	3	-6
C=CCn1c(SC(C)C(=O)NCCC2=CCCCC2)nc2ccccc2c1=O (centres undefined)	6	-6
CCN(CC)S(=O)(=O)c1ccc(-c2nnc(SCc3nnc(-c4ccc(C)cc4)o3)n2CC)cc1	4	10
CCOC(=O)C1=C(N)Oc2cc(O)ccc2C1c1cccnc1 (centres undefined)	-14	-2
CCn1cc(C(=O)NC2CCCCC2C)c(=O)c2ccc(C)nc21 (centres undefined)	-10	-9
CN(C)c1cccc(C(=O)NCC2CCCO2)c1 (centres undefined)	0	26
Cc1ccc(S(=O)(=O)NNC(=O)C(=O)NNc2ccccn2)cc1	-2	-8
Cc1cccc(C(=O)NC(=S)Nc2ccc(Cc3ccncc3)cc2)c1	1	3
O=C1CNC(=O)/C1=C\N1CCN(C(c2ccccc2)c2ccccc2)CC1	3	-7
C#CCNc1cc(C)nc2ncnn12	10	4
CC1(C)C(c2ccccc2)=[N+]([O-])CN1O	4	-3
CC(=O)COc1ccc2c(C)c(C)c(=O)oc2c1	4	11
CCOC(=O)CCc1n[nH]c(=O)[nH]c1=O	-4	-6
C#CCOCCOCCOCCNc1nc(N2CCN(C(=O)[C@H](CCC(=O)O)n3cc(C(N)Cc4ccc(O)cc4)nn3)CC2)nc(N2CCN(C(=O)[C@H](CCC(=O)O)n3cc(C(N)[C@H](C)CC)nn3)CC2)n1 (some centres undefined)	13	-1
O=C(O)Cn1cc(C(=S)N2CCOCC2)c2ccccc21	4	10
CCCCNC(=O)c1cn(C)c2ccc(S(=O)(=O)N3CC(C)CC(C)C3)cc2c1=O (centres undefined)	3	-5

Ordered by value in esBAF inh (ascending): some entries from above.
SMILES | esBAF inh
O=C1CNC(=O)/C1=C\N1CCN(C(c2ccccc2)c2ccccc2)CC1 | -7
CCOC(=O)C1=C(N)Oc2cc(O)ccc2C1c1cccnc1 (centres undefined) | -2
C#CCOCCOCCOCCNc1nc(N2CCN(C(=O)[C@H](CCC(=O)O)n3cc(C(N)Cc4ccc(O)cc4)nn3)CC2)nc(N2CCN(C(=O)[C@H](CCC(=O)O)n3cc(C(N)[C@H](C)CC)nn3)CC2)n1 (some centres undefined) | -1

(continued)
SMILES	RAD54 branch	esBAF inh
COc1ccc(-c2csc3nc(-c4ccccc4F)oc(=O)c23)cc1OC	-3	-3
CCOC(=O)CSCC(=O)Nc1c(C(=O)C2CC2)oc2ccccc12	8	-7
Cc1nc(NCc2ccco2)[nH]c(=O)c1CCC(C)C	-9	9
CCOC(=O)c1c(C)[nH]c(C(=O)OCC(=O)Nc2cc(C)ccc2OC)c1C	1	2
Cc1ccc(OCCN2CCN(c3ncnc4sc(C)c(C)c34)CC2)cc1	-4	-23
O=C(NCCCn1ccnc1)c1ccccc1NS(=O)(=O)c1ccc(F)c(F)c1	3	-4
Cc1ccc(-c2ccnc3nc(Sc4ncc(C(F)(F)F)cc4Cl)nn23)cc1	-4	11
CC(=O)N(Cc1ccc(F)cc1)C1=C(NCCc2ccccc2)C(=O)c2ccccc2C1=O	0	-72
CC1(C)OC(=O)C(=CNc2ccccc2F)C(=O)O1	-6	-4
CC(=O)Nc1c(C(=O)NCc2ccccc2)nnn1Cc1ccccc1	2	-6
Cc1cc(=O)oc2cc(OCC(=O)NCc3ccccn3)ccc12	4	-14
CCOc1ccccc1N1CCN(C(=O)c2cc(-c3cccnc3)nc3c(Cl)cccc23)CC1	-5	-15
O=C(NCc1nnc2n1CCCCC2)c1ccc(Cl)cc1Cl	-6	-3
O=C(CCn1c(SCC(=O)NCc2ccco2)nc2ccccc2c1=O)NCCc1ccccc1	6	7
Cn1c(=O)n(C)c2cc(S(=O)(=O)NCCOCCO)ccc21	7	-3
CCOC(=O)c1c(NC(=O)CN2CCN(C(=O)c3ccco3)CC2)sc2c1CCCC2	0	-2
Cc1oc2nc(SCC(=O)NCc3cccnc3)nc(N)c2c1C	2	-4
COC(=O)/C=C(\C)NC(=O)c1cccs1	-2	-4
S=C(Nc1ccccc1)Nc1ccc(Cl)cc1Cl	2	13
O=C(O)CCSc1nnc(-c2ccccc2)n1-c1ccccc1	6	-1
CCCNC(=O)CN(c1ccc(F)c(Cl)c1)S(C)(=O)=O	-5	3
N=c1sccn1CC(=O)Nc1ccc(S(=O)(=O)N2CCOCC2)cc1	2	-2
O=C(C1=C(O)C(=O)N(c2ncccn2)C1c1cccc(Cl)c1)c1ccco1 (centres undefined)	3	-3
CCN(CC)c1ccc(-n2c(C)c(C(C)=O)c(C(C)=O)c2C)cc1	-13	-14
CCOC(=O)C1=C(Cn2cnc3ccccc32)NC(=O)NC1c1ccc(OC)cc1 (centres undefined)	5	-4
O=C(Oc1ccc(N(Cc2cccs2)C2=NS(=O)(=O)c3ccccc32)cc1)c1ccccc1	-2	3
O=C(NCC1(c2ccccc2)CCCC1)C(=O)N1CCOCC1	0	0
CCOc1ccc(Cl)cc1CSc1n[nH]c(CC)n1	-21	0
C=CCOc1c(Br)cc(CNc2ccc(NC(=O)C(C)C)c(OC)c2)cc1OC	6	-10
COc1ccccc1NC(=O)CSc1nc(O)cc(=O)n1-c1ccccc1OC	7	-4
CCC(=O)c1ccccc1OCCCn1cncn1	1	0
CCOc1c(C)cc(-c2ncccc2O)cc1C	-11&-3	19&10
CN(C)C(=O)NC1CCCCCCCCCCC1	-6	4
COc1ccc2ccccc2c1/C=N/O	8	-1
CSc1nc(NC(C)(C)C)nc(Oc2ccc(=O)[nH]n2)n1	7	7
Cc1nc2c(o1)CCc1ccccc1C2O (centres undefined)	4	-8
CC1Cc2ccccc2N1C(=O)CSc1ncccc1C(=O)O (centres undefined)	-8	-5
CCN(CC)S(=O)(=O)c1ccc(-n2cnnn2)c(C)c1	7	2
O=C1CC(Nc2ccc(N3CCOCC3)cc2)C(=O)N1c1ccccc1 (centres undefined)	-1	6
CCOC(=O)c1c(C(F)(F)C(F)(F)C(F)(F)C(F)(F)F)n[nH]c1C	-3	-4
Cc1nc2ccccn2c1C(=O)Nc1ccc2c(c1)OCCO2	6	-9
O=C(O)c1ccccc1C(=O)N(Cc1ccccc1)Cc1ccccc1	-1	-5
CC1CCN(S(=O)(=O)c2ccc(NC(=O)Cn3nnc(-c4ccccc4F)n3)cc2)CC1	-1	2
CCC(=O)Nc1nc(OC)cc(OC)n1	-6	-3
COC(=O)C(O)(CC(=O)c1ccc(OC)cc1)C(F)(F)F (centres undefined)	-7	4
O=C(CN1C(=O)NC2(CCCc3ccccc32)C1=O)N1CCc2ccccc2C1 (centres undefined)	4	8
N#CC1=C(N)Oc2n[nH]c(-c3cccs3)c2C1C1C=CCCC1 (centres undefined)	1	1
O=C(Nc1ccc(S(=O)(=O)N2CCC(C(=O)NC3CCCCC3)CC2)cc1)c1ccco1	6	-6
CCC(Oc1cc(Cl)ccc1Cl)C(=O)NN1C(=O)C2C3CCC(C3=C(C)C)C2C1=O (centres undefined)	-8	-2
CCCOc1ccc(S(=O)(=O)NCc2ccc(OC)cc2)cc1	-6	-3
Cc1cc(NC(=O)c2ccccc2)sc1C	-1	10
CC(C)(C)OC(=O)N1CCC[C@H]1c1nnc(SCc2c(F)cccc2Cl)o1	-2	9
CCc1ccc(/C(C)=N/NC(=O)CNC(=O)/C=C/c2ccco2)cc1	1	-6
